ABHD5-PLIN5 inh – ABHD5-PLIN5 interaction inhibitors, primary screen, cell lysate, split luciferase complementation, luminescence. Split G. princeps luciferase complementation, 4 h. inhibition, % at 4 µM. hit rate 0.78% among 360,000. AID 602281, 2012;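 active means inhibition above the mean inhibition across every tested compound plus 3 SD, cut at about 22% in these data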;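 further: 0% = DMSO only wells and the 100% control is not disclosed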
m5-HT2A agonist – mouse Htr2a agonists via beta-arrestin recruitment, primary screen, cell-based, luminescence. 5-hydroxytryptamine receptor 2A (Mus musculus), P35363. CHO-K1 mHTR2A beta-arrestin complementation; percent of 30 µM serotonin response. activation, % at 7.6 µM. hit rate 0.66% among 360,000;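 active means activation above a run cutoff, the mean activation of all tested compounds plus 3 SD, cut at about 14% in these data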;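 further: 0% = plate median of compound wells and 100% = 30 µM serotonin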
Granule exo inh – LAMP-1 surface exposure blockers, TALL-104 cells – cell-based, flow cytometry, MLPCN library, primary screen; inhibition, % at 10 µM; hit rate 0.66% among 360,000; TALL-104 LAMP-1 surface exposure; cells stimulated with thapsigargin and PMA; AID 651702, 2012;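 active means inhibition above about 55%, limit read from the data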
N-glyco inh – increase of ERlucT glycosylation luciferase signal, primary screen, N-linked glycosylation inhibitor project, D54 ERlucT cells, luminescence, set 2; D54 ERlucT glycosylation luciferase reporter, 24 h; percent of 100 nM tunicamycin response; reporter increase, % at 12.5 µM; hit rate 0.23% among 360,000; AID 588692, 2011;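 active means mean luciferase reporter signal, scaled so untreated is 0 and the glycosylation-blocking control 100, at or above a set limit in every replicate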;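 further: luciferase carries N-glycosylation sites so blocking glycosylation raises the light; 0% = median of neutral control wells and 100% = median of 100 nM tunicamycin wells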
iPSC survival up – enhancers of single-cell hiPSC survival, primary screen, ATPlite luminescence. hit rate 0.044% among 360,000. 100% = ROCK inhibitor wells, 0% = DMSO. survival enhancement, % at 20 µM; in the data active means survival enhancement above about 18%;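 further: cells exposed to compounds for 16 hours before the ATP read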
MC4R ag barr – MC4R agonists recruiting beta-arrestin, primary screen, cell-based, luminescence, agonist arm of biased-ligand search; U2OS MC4R beta-arrestin complementation; percent of melanotan II response, DMSO zero; activation, % at 8.9 µM; AID 540308, 2011; hit rate 0.98% among 360,000;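 active means activation above a per-plate cutoff, the mean activation of sample wells on that plate plus 3 SD, cut at about 8% in these data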
ABCB6 inh 2 – ABCB6 transporter inhibitors, primary screen, K562-ABCB6 cells, flow cytometry, MLPCN library | ATP-binding cassette sub-family B member 6 (Homo sapiens), Q9NP58 | K562-ABCB6 porphyrin accumulation, 1 h; active compounds read low | fluorescence ratio to DMSO, % at 10 µM | hit rate 0.19% among 360,000;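 active means fluorescence ratio to DMSO below 75%, the collection mean minus 3 SD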;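 further: signal is porphyrin accumulated inside mitochondria; 100% equals median channel fluorescence of DMSO control wells; lower ratio means ABCB6 inhibition with less porphyrin fluorescence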
Target sequence (Q9NP58 whole entry, looked up): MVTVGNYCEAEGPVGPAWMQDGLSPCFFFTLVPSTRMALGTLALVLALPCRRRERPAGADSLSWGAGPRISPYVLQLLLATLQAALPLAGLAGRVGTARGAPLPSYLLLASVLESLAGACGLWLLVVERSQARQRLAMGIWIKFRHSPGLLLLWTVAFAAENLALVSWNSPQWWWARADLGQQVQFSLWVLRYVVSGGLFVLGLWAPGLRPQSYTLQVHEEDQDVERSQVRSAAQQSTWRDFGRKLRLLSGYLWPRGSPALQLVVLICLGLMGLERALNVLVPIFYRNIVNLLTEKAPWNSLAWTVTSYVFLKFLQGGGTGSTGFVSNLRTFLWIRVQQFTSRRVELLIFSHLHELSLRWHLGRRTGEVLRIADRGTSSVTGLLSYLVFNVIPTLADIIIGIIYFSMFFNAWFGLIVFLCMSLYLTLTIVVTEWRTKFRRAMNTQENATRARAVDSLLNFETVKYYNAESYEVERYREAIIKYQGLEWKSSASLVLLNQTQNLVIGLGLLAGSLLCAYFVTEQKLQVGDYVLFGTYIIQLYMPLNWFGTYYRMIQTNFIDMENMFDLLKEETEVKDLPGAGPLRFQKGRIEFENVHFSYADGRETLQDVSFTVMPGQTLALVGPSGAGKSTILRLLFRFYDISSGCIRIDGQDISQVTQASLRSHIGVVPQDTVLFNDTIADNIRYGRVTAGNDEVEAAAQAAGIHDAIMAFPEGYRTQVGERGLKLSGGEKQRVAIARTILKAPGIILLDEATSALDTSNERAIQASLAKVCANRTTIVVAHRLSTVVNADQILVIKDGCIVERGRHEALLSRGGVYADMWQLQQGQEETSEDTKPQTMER
aDG glyco up – activators of alpha-DG glycosylation, primary screen, uHTS, Pro5-aDG cells, AlphaScreen; alpha-DG glycosylation AlphaScreen (IIH6); 0% Pro5, 100% B10-LARGE cell signal; activation, % at 10 µM; hit rate 0.22% among 360,000; AID 624168, 2012;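 active means activation of at least 8% versus controls, or a plate z-score of at least 8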;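 further: Pro5 are CHO cells carrying HIG-tagged alpha-DG that lacks glycosylation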
H9c2 protect – cardioprotection against H2O2-induced cell death, primary screen, uHTS, H9c2 cells, ATPLite luminescence | H9c2 cardiomyocytes, H2O2 injury protection, 2 h | protection from H2O2 cell death, % at 20 µM | hit rate 0.63% among 360,000 | AID 588492, 2011;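 active means compounds giving at least 50% protection of heart cells from peroxide-induced death in the single-dose screen, raw or plate-pattern-corrected value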;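 further: 0% = DMSO wells with peroxide and 100% = DMSO wells without peroxide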
MC4R antag cAMP – MC4R antagonists of cAMP signaling, primary screen, cell-based, TR-FRET, antagonist arm of biased-ligand search | Melanocortin receptor 4 (Homo sapiens), P32245 | MC4R-expressing cells, MTII-stimulated cAMP, LANCE TR-FRET | inhibition, % at 6.5 µM | hit rate 0.48% among 360,000 | AID 540295, 2011;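 active means inhibition above its plate's cutoff, the mean of tested wells on that plate plus 3 SD, cut at about 29% in these data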;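 further: 0% = Melanotan II alone and 100% = Melanotan II plus saturating MCL0020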
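Test system: U2OS cells stably expressing human melanocortin 4 receptor (MC4R); also added: Melanotan II challenge; compound: 6.5 µM single dose; timing: 30-min compound preincubation, 1-h Melanotan II challenge, 1-h detection, room temperature; signal: Eu-cAMP/anti-cAMP TR-FRET, emission 671 nm; repeats: one well per compound, no replicates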
* hit, by the source's call.

Preview (2 entries):
`O=C(CSc1nc2ccccc2c(=O)[nH]1)N1CCN(S(=O)(=O)c2ccccc2)CC1` gave ABHD5-PLIN5 inh -3, m5-HT2A agonist -1, Granule exo inh -2, N-glyco inh 2, iPSC survival up -1.5, MC4R ag barr -1.4, ABCB6 inh 2 103, aDG glyco up 0.4, H9c2 protect 56* and MC4R antag cAMP 13.
Screening Cc1ccc2c(c1)[C@H]1[C@H](CO2)[C@H](c2ccccc2)[C@]2(C)C(=O)N(C)CC(=O)N12 returned ABHD5-PLIN5 inh 2, m5-HT2A agonist 4, Granule exo inh -2, N-glyco inh -1, iPSC survival up 0.9, MC4R ag barr -0.7, ABCB6 inh 2 92, aDG glyco up 1.2, H9c2 protect 5 and MC4R antag cAMP -2.

All compounds of this part, from the start:
`O=C(CSc1nc2ccccc2c(=O)[nH]1)N1CCN(S(=O)(=O)c2ccccc2)CC1` gave ABHD5-PLIN5 inh -3, m5-HT2A agonist -1, Granule exo inh -2, N-glyco inh 2, iPSC survival up -1.5, MC4R ag barr -1.4, ABCB6 inh 2 103, aDG glyco up 0.4, H9c2 protect 56* and MC4R antag cAMP 13.
Screening Cc1ccc2c(c1)[C@H]1[C@H](CO2)[C@H](c2ccccc2)[C@]2(C)C(=O)N(C)CC(=O)N12 returned ABHD5-PLIN5 inh 2, m5-HT2A agonist 4, Granule exo inh -2, N-glyco inh -1, iPSC survival up 0.9, MC4R ag barr -0.7, ABCB6 inh 2 92, aDG glyco up 1.2, H9c2 protect 5 and MC4R antag cAMP -2.
COc1cccc(C(=O)Nc2cc(C)nn2-c2ccccc2)c1OC was read as ABHD5-PLIN5 inh -4, m5-HT2A agonist 7, Granule exo inh 2, N-glyco inh 1, iPSC survival up 0.7, MC4R ag barr -1.4, ABCB6 inh 2 87, aDG glyco up 0.1, H9c2 protect -4 and MC4R antag cAMP -2.
CC1CCCCN1CC(=O)Nc1sccc1C#N (stereo not drawn) was read as ABHD5-PLIN5 inh -1, m5-HT2A agonist 4, Granule exo inh -2, N-glyco inh 1, iPSC survival up -2.5, MC4R ag barr -2.0, ABCB6 inh 2 99, aDG glyco up -0.2, H9c2 protect -2 and MC4R antag cAMP 8.
FC(F)(F)c1cc(CCN2CCNC[C@@H]2CC2CCCCC2)cc(C(F)(F)F)c1 was read as ABHD5-PLIN5 inh -5, m5-HT2A agonist 5, Granule exo inh -5, N-glyco inh -5, iPSC survival up -3.7, MC4R ag barr 8.7*, ABCB6 inh 2 96, aDG glyco up -0.6, H9c2 protect -26 and MC4R antag cAMP 1.
For CS(=O)(=O)N1CCN(C(=O)c2cc(-c3ccccc3)nc3ccccc23)CC1 the results were ABHD5-PLIN5 inh 6, m5-HT2A agonist 0, Granule exo inh -1, N-glyco inh 2, iPSC survival up -2.3, MC4R ag barr -0.1, ABCB6 inh 2 101, aDG glyco up 0.1, H9c2 protect 2 and MC4R antag cAMP 2.
`Cc1cc(C)c2nc(N(CCN(C)C)C(=O)/C=C/c3cccs3)sc2c1` gave ABHD5-PLIN5 inh 17, m5-HT2A agonist -16, Granule exo inh 38, N-glyco inh -1, iPSC survival up -0.6, MC4R ag barr 0.5, ABCB6 inh 2 98, aDG glyco up -0.1, H9c2 protect 2 and MC4R antag cAMP -4.
O=C(CN(c1cccc([N+](=O)[O-])c1)S(=O)(=O)c1ccccc1)N(Cc1ccccc1)Cc1ccccc1 was read as ABHD5-PLIN5 inh 1, m5-HT2A agonist -1, Granule exo inh -2, N-glyco inh -4, iPSC survival up -2.7, MC4R ag barr -0.8, ABCB6 inh 2 95, aDG glyco up -0.3, H9c2 protect 45 and MC4R antag cAMP 14.
For Cc1nc2sc(C(c3cccs3)N3CCN(c4ccccc4)CC3)c(O)n2n1 (stereo not drawn) the results were ABHD5-PLIN5 inh -7, m5-HT2A agonist -4, Granule exo inh -2, N-glyco inh -1, iPSC survival up -2.0, MC4R ag barr -0.3, ABCB6 inh 2 97, aDG glyco up -0.3, H9c2 protect -1 and MC4R antag cAMP -1.
`C#CCOCCOCCOCCNc1nc(N2CCN(C(=O)[C@H](CCCCN)n3cc(CN)nn3)CC2)nc(N2CCN(C(=O)[C@H](CCCCN)n3cc([C@@H](N)CC(N)=O)nn3)CC2)n1` gave ABHD5-PLIN5 inh 0, m5-HT2A agonist 4, Granule exo inh -1, N-glyco inh -2, iPSC survival up -1.6, MC4R ag barr -1.8, ABCB6 inh 2 97, aDG glyco up 0.4, H9c2 protect 3 and MC4R antag cAMP 5.
CCOc1ccc(C(=O)NCC(=O)NCC(c2ccccc2OC)N2CCCC2)cc1 (stereo not drawn) was read as ABHD5-PLIN5 inh -5, m5-HT2A agonist -4, Granule exo inh -6, N-glyco inh -1, iPSC survival up 1.9, MC4R ag barr -1.6, ABCB6 inh 2 98, aDG glyco up 0.2, H9c2 protect 0 and MC4R antag cAMP 8.
`Cc1nn(C(C)C(=O)NCc2ccco2)c(=O)c2nn(-c3ccccc3)c(C)c12` (stereo not drawn) gave ABHD5-PLIN5 inh -7, m5-HT2A agonist -2, Granule exo inh -2, N-glyco inh 0, iPSC survival up 0.0, MC4R ag barr -3.3, ABCB6 inh 2 98, aDG glyco up -0.2, H9c2 protect -1 and MC4R antag cAMP 11.
Screening O=C(Cn1cnc2c(OCc3ccccc3)ncnc21)NCCN1CCOCC1 returned ABHD5-PLIN5 inh 0, m5-HT2A agonist -4, Granule exo inh -2, N-glyco inh 3, iPSC survival up -0.8, MC4R ag barr -1.5, ABCB6 inh 2 96, aDG glyco up 1.5, H9c2 protect 7 and MC4R antag cAMP 0.
For Cc1noc(C)c1NC(=O)N(C)C[C@H]1Oc2c(NC(=O)c3ccncc3)cccc2C(=O)N([C@H](C)CO)C[C@@H]1C the results were ABHD5-PLIN5 inh 10, m5-HT2A agonist 6, Granule exo inh -6, N-glyco inh 3, iPSC survival up -2.3, MC4R ag barr -2.3, ABCB6 inh 2 99, aDG glyco up -0.3, H9c2 protect 5 and MC4R antag cAMP 13.
Cc1ccc(S(=O)(=O)NN=C2CCN(Cc3ccccc3)CC2)cc1 was read as ABHD5-PLIN5 inh 2, m5-HT2A agonist 0, Granule exo inh 2, N-glyco inh 2, iPSC survival up 1.5, MC4R ag barr -0.1, ABCB6 inh 2 97, aDG glyco up 0.1, H9c2 protect 5 and MC4R antag cAMP 8.
`CC(=O)c1ccc(NC(=O)c2onc(C)c2Cl)cc1` gave ABHD5-PLIN5 inh -1, m5-HT2A agonist -7, Granule exo inh -8, N-glyco inh -2, iPSC survival up -0.3, MC4R ag barr 2.5, ABCB6 inh 2 103, aDG glyco up 0.0, H9c2 protect -5 and MC4R antag cAMP 10.
Cc1nnn(C23C[C@@H]4C[C@@H](CC(C(=O)N5CCN(c6ccccc6)CC5)(C4)C2)C3)n1 was read as ABHD5-PLIN5 inh 10, m5-HT2A agonist 3, Granule exo inh 1, N-glyco inh 0, iPSC survival up -0.6, MC4R ag barr -2.6, ABCB6 inh 2 100, aDG glyco up -0.1, H9c2 protect 0 and MC4R antag cAMP 13.
Cc1ccc2cc(CCNC(=O)C3CCCCC3)c(=O)[nH]c2c1C was read as ABHD5-PLIN5 inh 10, m5-HT2A agonist -4, Granule exo inh 5, N-glyco inh 3, iPSC survival up -0.6, MC4R ag barr -0.8, ABCB6 inh 2 99, aDG glyco up -0.1, H9c2 protect -4 and MC4R antag cAMP 1.
Screening CCOc1cc(N2CCOCC2)c(OCC)cc1NC(=O)CSc1n[nH]c(N)n1 returned ABHD5-PLIN5 inh -9, m5-HT2A agonist 2, Granule exo inh 2, N-glyco inh 1, iPSC survival up 1.5, MC4R ag barr -2.0, ABCB6 inh 2 95, aDG glyco up -0.3, H9c2 protect -11 and MC4R antag cAMP 3.
`CC1CCC(NC(=O)C2c3ccccc3C(=O)N2Cc2cccs2)CC1` (stereo not drawn) gave ABHD5-PLIN5 inh 2, m5-HT2A agonist -5, Granule exo inh -1, N-glyco inh 0, iPSC survival up -1.5, MC4R ag barr -1.3, ABCB6 inh 2 98, aDG glyco up 0.0, H9c2 protect 5 and MC4R antag cAMP 3.
CCCc1nnc(NC(=O)CCC(=O)N2CCN(CCn3c(C)ccc3C)CC2)s1 was read as ABHD5-PLIN5 inh 5, m5-HT2A agonist 2, Granule exo inh 1, N-glyco inh 1, iPSC survival up 2.9, MC4R ag barr 1.3, ABCB6 inh 2 97, aDG glyco up 0.0, H9c2 protect 6 and MC4R antag cAMP 4.
O=C(c1ccc(Cl)nc1)N1CCN(S(=O)(=O)c2ccc3c(c2)OCCO3)CC1 was read as ABHD5-PLIN5 inh -4, m5-HT2A agonist -2, Granule exo inh -2, N-glyco inh 6, iPSC survival up 1.4, MC4R ag barr -1.0, ABCB6 inh 2 97, aDG glyco up 0.0, H9c2 protect -2 and MC4R antag cAMP 2.
For Cc1ccc(NC(=O)CNc2ccc(Cl)cc2F)cc1 the results were ABHD5-PLIN5 inh 1, m5-HT2A agonist -3, Granule exo inh -1, N-glyco inh 1, iPSC survival up 7.3, MC4R ag barr -1.5, ABCB6 inh 2 99, aDG glyco up -0.1, H9c2 protect -6 and MC4R antag cAMP 2.
`CCc1ccc(S(=O)(=O)NCCOc2cccc3cccnc23)cc1` gave ABHD5-PLIN5 inh -7, m5-HT2A agonist 1, Granule exo inh 2, N-glyco inh 6, iPSC survival up 1.1, MC4R ag barr 0.1, ABCB6 inh 2 90, aDG glyco up 0.0, H9c2 protect -10 and MC4R antag cAMP 3.
For O=C(NCCCn1ccnc1)C1CC2CCC1C2 (stereo not drawn) the results were ABHD5-PLIN5 inh 0, m5-HT2A agonist 0, Granule exo inh 1, N-glyco inh 1, iPSC survival up 0.6, MC4R ag barr -2.5, ABCB6 inh 2 93, aDG glyco up -0.2, H9c2 protect -2 and MC4R antag cAMP 0.
O=C(CSc1nccn1Cc1ccco1)Nc1ccccc1 was read as ABHD5-PLIN5 inh 2, m5-HT2A agonist -7, Granule exo inh 0, N-glyco inh 2, iPSC survival up 1.5, MC4R ag barr 1.4, ABCB6 inh 2 100, aDG glyco up 0.1, H9c2 protect 8 and MC4R antag cAMP 0.
Screening Cc1ccc(S(=O)(=O)N/N=C\c2cccnc2)cc1 returned ABHD5-PLIN5 inh -1, m5-HT2A agonist -2, Granule exo inh -2, N-glyco inh 2, iPSC survival up -2.2, MC4R ag barr -2.0, ABCB6 inh 2 95, aDG glyco up -0.1, H9c2 protect 6 and MC4R antag cAMP 3.
